NCI-60 one-dose screen, 48 h, at 10 µM unless noted. Numbers give growth in % (100 = growth as untreated, 0 = no growth, -100 = all killed).
COLO 205: COLO 205 colon cancer; actives 7.3% (n = 79,000)
NCI-H23: NCI-H23 lung cancer | AID 1794731 | actives 4% (n = 80,000)
NCI/ADR-RES: NCI/ADR-RES ovarian cells; AID 1794790; actives 4.4% (n = 81,000)
NCI-H226: NCI-H226 lung cancer | actives 3.5% (n = 79,000) | AID 1794732
SK-OV-3: SK-OV-3 ovarian cancer cells. actives 3.2% (n = 80,000)
NCI-H322M: NCI-H322M lung cancer | actives 2.7% (n = 80,000) | AID 1794733
NCI-H460: NCI-H460 lung cancer | actives 6.8% (n = 82,000) | AID 1794736
NCI-H522: NCI-H522 lung cancer. actives 8% (n = 78,000). AID 1794739
IGROV1: IGROV1 ovarian cancer; actives 4.7% (n = 79,000)
Numbers without * were called inactive; nt = no result given; & = joins results of further samples. Rule for the calls: active = growth percent below 10; inactive = the rest.

SMILES	COLO 205	NCI-H23	NCI/ADR-RES	NCI-H226	SK-OV-3	NCI-H322M	NCI-H460	NCI-H522	IGROV1
CNC(=O)Oc1coc(CCl)cc1=O	67.0	104.7	106.1	83.1	111.0	79.6	99.5	90.0	108.5
COc1cc(C2CC(=O)Nc3nc(N)[se]c32)c(OC)c2c1OCO2 (stereo not drawn)	112.2	99.7	108.7	nt	78.3	22.6	23.9	99.1	83.6
Clc1ccc(CSc2ncc(Br)c(N3CC3)n2)cc1	107.9	97.3	87.9	91.3	123.0	99.5	105.3	84.1	89.7
N#CC(CCN1CCCCC1)(c1ccccc1)c1ccccc1	104.6&99.4	86.3&106.7	88.8&107.3	92.4&99.4	107.6&101.5	107.0&110.0	100.2&108.0	97.5&89.6	114.6&118.3
Nc1ncnc2c1c(C(=O)NO)cn2C1OC(CO)C(O)C1O (stereo not drawn)	-36.1*	-4.6*	2.2*	13.6	-18.2*	3.3*	-21.6*	-51.1*	-71.1*
c1ccc2c(c1)Nc1ccccc1S2	104.2	nt	87.1	85.8	116.2	89.0	87.7	81.9	85.4
O=C1C(Cl)=C(N2CCOCC2)C(=O)c2ccccc21	106.0	85.2	90.9	104.1	109.6	122.1	101.2	75.1	-47.2*
CCCCCN(CCCCC)CC(O)c1ccc(Cl)c(C)c1Cl (stereo not drawn)	90.2	87.1	98.3	nt	99.7	89.7	106.4	90.4	92.4
Cc1ccc(N2CCN(CCC#N)CC2)cc1	93.7	100.5	98.8	92.1	93.4	75.2	97.7	84.6	95.5
CNC(C)(C)Cc1ccccc1	105.1	100.3	103.7	99.7	112.0	110.9	104.6	105.4	109.8
O=[N+]([O-])c1cc[n+]([O-])c2ccccc12	-74.9*	-72.1*	-55.1*	-17.8*	-18.4*	-18.3*	-58.4*	-61.6*	-24.3*
CC[C@H](C)[C@H](NC(=O)C12C3C4C1C1C2C3C41NC(C)=O)C(=O)N(C)[C@H](C[C@@H](OC(C)=O)c1nc(C(=O)N[C@@H](Cc2ccccc2)C[C@H](C)C(=O)OC)cs1)C(C)C (stereo partly drawn)	-26.1*	25.1	89.7	31.7	48.5	51.5	3.6*	6.7*	31.1
CC12CCC3C(CCC4=CC(=O)CCC43C)C1C/C(=C\c1ccc(N(CCCl)CCCl)cc1)C2=O (stereo not drawn)	103.2	94.2	92.6	91.7	103.0	95.9	86.4	78.7	111.1
CC(=O)Nc1ccc(S(=O)(=O)F)cc1	111.4	106.1	102.9	98.7	106.2	111.7	109.0	89.9	114.3
C[C@H]1[C@H](OC(=O)CCC(=O)N(CCCc2cn(-c3ccc([N+](=O)[O-])cc3)nn2)CCNc2ccnc3cc(Cl)ccc23)O[C@@H]2OC3(C)CC[C@H]4[C@H](C)CC[C@@H]1[C@@]24OO3	20.1	43.4	30.6	61.6	98.2	81.5	53.5	5.1*	44.9
Cc1ccc(S(=O)(=O)C(Cl)(Cl)Cl)cc1	99.4	98.3	89.1	80.4	82.5	105.1	104.2	76.2	99.0
Clc1ccc(NC2=NCCS2)cc1Cl	108.0	94.3	104.2	92.3	101.1	98.3	106.2	80.0	96.4
O=C(CCN1CC=C(c2ccccc2)CC1)NCc1ccccc1	nt	97.8	97.4	115.1	98.9	98.9	107.0	104.9	113.4
CC1=C(CNO)C2=C(C)C3(CC3)[C@@](C)(O)C(=O)C2=C1	-20.4*	-24.8*	29.7	25.3	4.0*	-15.8*	-1.0*	-7.6*	-8.2*
O=C(O)c1cc(C(=O)O)cc(S(=O)(=O)F)c1	109.7	99.5	100.2	nt	117.0	111.6	108.4	97.8	125.2
CC[C@H](NC(=O)[C@H]1CCCCN1C)C(=O)N(C)[C@H](C[C@@H](OC(C)=O)c1nc(C(=O)N[C@@H](Cc2ccccc2)C[C@H](C)C(=O)O)cs1)C(C)C	-54.5*	23.0	9.5*	65.7	25.8	46.6	2.7*	-19.9*	25.3
Clc1ccc(CSSC(Cl)(Cl)Cl)cc1	103.0	103.8	108.5	102.8	95.9	96.8	106.4	95.8	108.5
CC(=O)O[C@H]1CC[C@@]2(C=O)C(=CC[C@@H]3[C@@H]2CC[C@]2(C)C(=O)CC[C@@H]32)C1	nt	108.8	106.6	112.5	109.1	94.0	103.9	101.9	105.6
Cc1ccncc1/C=N/O	106.3	97.0	103.0	95.4	101.6	107.8	109.0	80.4	nt
Oc1cc(Cl)ccc1Oc1ccc(Cl)cc1Cl	105.0	7.1*	7.7*	99.7	89.2	97.6	3.2*	-4.3*	52.4

Reprinted from above for reference:
SMILES	COLO 205	NCI-H23	NCI/ADR-RES	NCI-H226	SK-OV-3	NCI-H322M	NCI-H460	NCI-H522	IGROV1
CNC(=O)Oc1coc(CCl)cc1=O	67.0	104.7	106.1	83.1	111.0	79.6	99.5	90.0	108.5
COc1cc(C2CC(=O)Nc3nc(N)[se]c32)c(OC)c2c1OCO2 (stereo not drawn)	112.2	99.7	108.7	nt	78.3	22.6	23.9	99.1	83.6
Clc1ccc(CSc2ncc(Br)c(N3CC3)n2)cc1	107.9	97.3	87.9	91.3	123.0	99.5	105.3	84.1	89.7
N#CC(CCN1CCCCC1)(c1ccccc1)c1ccccc1	104.6&99.4	86.3&106.7	88.8&107.3	92.4&99.4	107.6&101.5	107.0&110.0	100.2&108.0	97.5&89.6	114.6&118.3
Nc1ncnc2c1c(C(=O)NO)cn2C1OC(CO)C(O)C1O (stereo not drawn)	-36.1*	-4.6*	2.2*	13.6	-18.2*	3.3*	-21.6*	-51.1*	-71.1*
c1ccc2c(c1)Nc1ccccc1S2	104.2	nt	87.1	85.8	116.2	89.0	87.7	81.9	85.4
O=C1C(Cl)=C(N2CCOCC2)C(=O)c2ccccc21	106.0	85.2	90.9	104.1	109.6	122.1	101.2	75.1	-47.2*

More structures follow:
SMILES	COLO 205	NCI-H23	NCI/ADR-RES	NCI-H226	SK-OV-3	NCI-H322M	NCI-H460	NCI-H522	IGROV1
C[S+]1C=Cc2ccccc2C1c1ccc(Cl)cc1 (stereo not drawn)	114.4	83.7	101.4	85.1	115.5	99.5	99.6	18.9	-85.2*
C/C(=N/OC(=O)N(C)C)c1ccc(Cl)cc1Cl	110.2	nt	96.7	103.8	94.6	nt	104.4	83.6	104.1
CCCCCCCCCCNCCC (tested in a mixture with another compound)	113.8	93.3	100.0	96.9	116.1	123.9	103.5	92.6	111.0
Oc1c(F)c(F)c(F)c(F)c1F	111.1	98.0	106.6	92.8	92.9	93.0	100.5	81.8	100.6
COc1ccc(C(=O)c2ccc([As]=O)cc2)cc1 (stereo not drawn)	nt	-43.4*	-5.3*	-59.6*	-99.8*	-94.1*	-62.5*	-84.1*	-29.3*
O=C(O)c1cc(CBr)ccc1O	136.7	105.5	106.9	114.9	101.3	117.1	nt	100.0	109.1
COc1ccc(C(C)(C)CC(C)(C)C)cc1	118.2	102.0	110.3	95.7	111.9	142.0	112.3	nt	112.5
Clc1ccc(CO/N=C(\Cn2ccnc2)c2ccc(Cl)cc2Cl)c(Cl)c1	105.1	-16.5*	-12.2*	-8.0*	101.0	21.6	-32.5*	-45.2*	6.5*
O=C(/C=C/c1sc(N(CCCl)CCCl)nc1Cl)c1ccc(Cl)cc1	101.3	93.8	106.7	88.8	91.3	94.7	96.6	82.8	87.3
Cn1cnnc1[S-].[Au+].c1ccc([PH+](c2ccccc2)c2ccccc2)cc1	-10.0*	15.8	69.5	nt	nt	89.0	58.5	-75.0*	-1.4*
CC(=O)O[C@@H]1C[C@H]2O[C@@H]3C=C(C)CC[C@]3(C)[C@]1(C)[C@]21CO1	-61.3*	8.0*	14.6	22.3	18.1	18.8	6.9*	2.1*	22.8
C[C@H]1C[C@@H]2[C@H](CC[C@]3(C)C(=O)CC[C@@H]23)[C@H]2CCC(=O)C=C12	117.0	97.1	103.4	100.6	101.2	113.0	104.5	84.8	110.2
CC(C)(N)Cc1ccccc1Cl	106.5	91.7	90.1	102.0	97.5	102.3	104.6	91.1	88.2
C#CC1(O)CCC(C(C)(C)C)CC1 (stereo not drawn)	114.4	105.2	105.6	111.1	119.1	109.5	112.1	122.2	nt
C1CCN(C2CCNCC2)C1	109.1	103.4	101.4	101.0	102.1	99.5	107.4	76.0	107.5
CCCCN(CCCC)CC(O)c1ccccc1 (stereo not drawn)	133.8	100.5	105.2	113.0	110.6	105.4	110.0	112.1	115.5
CC12CCC3C(CCC4=CC(=O)CCC43CF)C1CCC2=O (stereo not drawn)	135.0	106.5	108.0	111.3	120.5	101.6	108.9	87.3	62.4
C[C@H](N)[C@H](O)c1ccccc1	113.4&114.5	98.6&106.4	103.3&106.0	109.4&96.7	97.9&115.2	147.3&132.9	110.7&117.7	85.5&96.2	101.0&106.0
CCCCOCCOP(OCCOCCCC)OCCOCCCC	108.4	105.2	103.4	102.8	89.7	97.4	108.5	94.3	105.4
CN(C)Cc1c[nH]c2ccc(OCc3ccccc3)cc12	88.9	85.4	93.6	81.9	92.9	83.6	98.6	84.4	87.3
CCOC(=O)C1C2c3ccccc3C(C1C(=O)OCC)[n+]1ccccc12 (stereo not drawn)	105.9	99.6	103.8	100.5	109.5	87.4	119.0	95.2	105.1
N#CC(C#N)=Cc1ccc(C#N)cc1	114.3	105.3	105.9	102.0	104.7	107.8	104.8	89.3	107.0
COC(=O)[C@@]1(C)CC[C@]2(C)CC[C@]3(C)C4=CC=C5C(=CC(=O)C(O)=C5C)[C@]4(C)CC[C@@]3(C)[C@@H]2C1	-77.2*	-72.6*	-59.8*	-59.1*	-97.6*	-95.3*	-83.0*	-78.3*	-77.4*
O=C1C2CCC1C(N1CCCC1)CC2 (stereo not drawn)	107.1	105.0	101.6	95.9	106.2	92.5	102.8	94.9	96.0
COc1ccc(CC(C)NCC(O)c2ccc(O)c(O)c2)cc1 (stereo not drawn)	104.0	97.1	103.8	106.9	110.0	89.3	104.9	91.1	102.1

An excerpt of these results, with bars between the fields:
Structure | COLO 205 | NCI-H23 | NCI/ADR-RES | NCI-H226 | SK-OV-3 | NCI-H322M | NCI-H460 | NCI-H522 | IGROV1
Cc1ccncc1/C=N/O | 106.3 | 97.0 | 103.0 | 95.4 | 101.6 | 107.8 | 109.0 | 80.4 | nt
Oc1cc(Cl)ccc1Oc1ccc(Cl)cc1Cl | 105.0 | 7.1* | 7.7* | 99.7 | 89.2 | 97.6 | 3.2* | -4.3* | 52.4
C[S+]1C=Cc2ccccc2C1c1ccc(Cl)cc1 (stereo not drawn) | 114.4 | 83.7 | 101.4 | 85.1 | 115.5 | 99.5 | 99.6 | 18.9 | -85.2*

(further entries)
SMILES	COLO 205	NCI-H23	NCI/ADR-RES	NCI-H226	SK-OV-3	NCI-H322M	NCI-H460	NCI-H522	IGROV1
C[N+]1([O-])C2CCC1CC(OC(=O)C(O)c1ccccc1)C2 (stereo not drawn)	86.9	106.7	111.4	90.7	94.6	116.9	98.2	107.8	105.0
C[C@@H]1C[C@@]2(C)C(=CC1=O)CC[C@H]1[C@@H]3CC[C@](C)(O)[C@@]3(C)C[C@@H]3O[C@@]312	102.8	98.7	106.2	96.9	113.5	103.1	105.6	nt	116.8
O=C(CF)NC(Cc1c[nH]c2ccccc12)C(=O)O (stereo not drawn)	110.9	96.5	102.3	98.3	108.7	125.0	103.6	119.4	105.1
CCOC(=O)c1c(C)n(Cc2ccccc2)c2ccc3c(c12)NC(=O)C(CC(=O)O)O3 (stereo not drawn)	105.6	101.2	95.9	87.2	104.0	102.2	94.4	90.9	115.2
Cc1ccc(-c2nc3c(s2)CC[C@@]2(C)C3=CC[C@H]3[C@@H]4CC[C@H](O)[C@@]4(C)CC[C@@H]32)cc1	108.1	94.8	99.1	99.0	105.8	94.7	101.2	97.5	103.5
O=C(Cc1ccccc1)c1ccccc1	102.4	94.5	104.5	101.7	112.9	102.7	98.9	102.9	109.5
Cc1ccc(C(=O)OC(C(=O)O)C(OC(=O)c2ccc(C)cc2)C(=O)O)cc1 (stereo not drawn) (tested in a mixture with another compound)	48.9	41.4	56.3	51.1	69.7	83.2	52.4	52.6	63.0
CC(=O)NC(NP(=O)(N(C)C)N(C)C)C(Cl)(Cl)Cl (stereo not drawn)	110.7	97.0	101.6	100.4	103.5	105.9	120.6	89.0	85.7
COCCOC(=S)SSC(Cl)(Cl)Cl	112.8	106.9	104.5	105.3	107.1	nt	108.5	nt	nt
COP(=S)(OC)Oc1ccc(SC)c(C)c1	101.1	97.7	100.1	85.6	100.0	108.4	110.3	94.8	99.7
CC(C)c1cccc(C(C)C)c1O	110.7&115.5	103.0&97.0	105.6&107.7	102.9&106.8	96.9&113.0	93.0&99.6	101.0&116.8	98.0	106.8
CC(C)(C)N1Oc2ccncc2C1c1ccccc1 (stereo not drawn)	109.0	103.3	107.3	nt	105.5	nt	109.6	95.4	110.1
C/C(=N\N=C(N)N)c1ccccc1	106.7	97.8	99.6	93.3	98.0	97.3	107.4	87.8	96.7
CC/C(=C/c1ccc(OC)c(OC)c1)[N+](=O)[O-]	110.4	97.0	106.0	102.0	99.1	111.9	104.4	89.7	110.0
COC(=O)c1cc(C(=O)OC)cc(N(CCCl)CCCl)c1	104.8	93.3	92.2	88.5	95.0	94.5	96.7	74.0	97.2
NC(=O)CNc1ccc([As]=[As]c2ccc(NCC(N)=O)cc2)cc1 (stereo not drawn)	76.8	62.2	65.6	49.4	93.7	83.5	83.2	2.5*	8.2*
CN(C)C1CCc2[nH]c3c(F)cc(F)cc3c2C1 (stereo not drawn)	102.2	96.3	nt	91.4	105.3	96.4	103.9	106.1	100.0
CCCCCN(CCCCC)CC(O)c1cc(Cl)ccc1OC (stereo not drawn)	13.3	37.6	32.4	65.2	53.6	62.2	15.4	21.4	2.3*
CCOC(=O)CC(SP1(=S)OCC2(CC=CCC2)CO1)C(=O)OCC (stereo not drawn)	99.3	104.6	101.5	100.9	98.6	107.4	103.0	nt	105.2

High-throughput results deposited in PubChem BioAssay by NCI.

Not all compounds are listed. The share of hits here may be higher or lower than overall.
